Source: PubChem (several laboratories)
Rev-erbA mod: modulators of Rev-erb alpha DNA binding, primary screen, biochemical, FITC-DNA, fluorescence polarization, uHTS. Nuclear receptor subfamily 1 group D member 1 (Homo sapiens), P20393. Rev-erbα–FITC-DNA binding, 90 min. activity, % at 10 µM. hit rate 0.79% among 370,000. AID 1259318, 2017;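 active = activity above about 14%, limit read from the data; passing the limit was not always enough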;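 also: 0% = DMSO wells with 35 nM protein and 100% = DMSO wells with 750 nM protein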
Target sequence (P20393 whole entry, looked up): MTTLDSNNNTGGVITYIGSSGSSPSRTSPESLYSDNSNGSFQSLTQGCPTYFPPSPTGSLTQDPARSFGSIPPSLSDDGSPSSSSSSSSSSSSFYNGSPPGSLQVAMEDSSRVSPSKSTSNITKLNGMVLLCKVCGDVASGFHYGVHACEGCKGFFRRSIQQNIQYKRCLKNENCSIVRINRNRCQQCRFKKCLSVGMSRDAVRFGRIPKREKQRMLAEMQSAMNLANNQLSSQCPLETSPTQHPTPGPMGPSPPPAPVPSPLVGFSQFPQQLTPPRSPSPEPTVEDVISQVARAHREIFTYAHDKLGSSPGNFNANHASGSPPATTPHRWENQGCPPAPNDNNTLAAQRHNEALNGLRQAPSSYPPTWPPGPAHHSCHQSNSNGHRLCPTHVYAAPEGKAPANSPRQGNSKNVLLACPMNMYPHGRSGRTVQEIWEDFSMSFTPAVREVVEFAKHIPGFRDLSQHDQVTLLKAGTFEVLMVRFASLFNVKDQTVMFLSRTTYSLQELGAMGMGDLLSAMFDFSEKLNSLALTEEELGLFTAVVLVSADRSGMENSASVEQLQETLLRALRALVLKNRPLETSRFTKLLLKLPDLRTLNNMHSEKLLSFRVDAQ
ASAP1 GAP inh: inhibitors of human ASAP1 ArfGAP activity, primary screen, biochemical, fluorescence polarization; Arf-GAP with SH3 domain, ANK repeat and PH domain-containing protein 1 (Homo sapiens), …; ASAP1-stimulated ARF1 GTP hydrolysis, GDP FP detection; inhibition, % at 16.5 µM; hit rate 0.19% among 360,000; AID 624377, 2012; in the data active = inhibition above about 25%;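 also: 0% = vehicle with enzyme and substrate and 100% = no enzyme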
Tn6 DDE FP: inhibitors of Tn6 peptide binding to fibrin DD(E), primary screen, biochemical, fluorescence polarization, human fibrin, Tn6 probe. AID 720509, 2013. Fibrin DD(E) TRITC-Tn6 fluorescence polarization displacement. Fibrinogen beta chain (Homo sapiens), P02675. inhibition, % at 8.3 µM. hit rate 0.21% among 370,000;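 active = inhibition above a per-campaign cutoff: mean of compounds within control limits plus 3 SD, cut at about 15% in these data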;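 also: 0% = median of all compound wells on the plate and 100% = blocking peptide control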
PLCg1 inh: PLC-gamma1 enzyme inhibitors, primary screen, biochemical, fluorescence, purified enzyme. hit rate 0.84% among 370,000. 1-phosphatidylinositol 4,5-bisphosphate phosphodiesterase gamma-1 (Homo sapiens), P19174. inhibition, % at 12.2 µM. fluorogenic substrate; in the data active = inhibition above about 9.5%
ARFGAP1 inhibitor: inhibitors of rat ARFGAP1 GAP activity, primary screen, biochemical, fluorescence polarization, GDP tracer; inhibition, % at 16.5 µM; Arfgap1-stimulated ARF1 GTP hydrolysis, GDP FP detection; hit rate 0.26% among 360,000; AID 651572, 2012;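 active = inhibition above a per-plate limit, mean inhibition of low control wells plus 3 SD, cut at about 25% in these data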;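 also: 0% = DMSO wells with enzyme and 100% = wells lacking Arfgap1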
Target sequence (Q62848 1-136 limits assumed): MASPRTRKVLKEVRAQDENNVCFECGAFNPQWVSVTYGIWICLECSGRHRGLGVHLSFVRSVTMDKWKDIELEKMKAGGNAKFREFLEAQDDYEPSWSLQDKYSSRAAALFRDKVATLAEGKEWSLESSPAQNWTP
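Replicates: Single well per compound | Assay system: Truncated rat Arfgap1 GAP domain | Control set: No-Arfgap1 wells (100%) versus DMSO full-reaction wells (0%) | Times: Enzyme reaction 120 min at 25 °C after 20 min preincubation | Reagent: Human ARF1(Δ1-17)-GTP substrate | Measured by: Tracer-displacement fluorescence polarization with EDTA stop, 620/688 nm | Measure: Percent inhibition of Arfgap1-stimulated GTP hydrolysis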
proKLK7 act: proKLK7 zymogen activators, primary screen, biochemical, fluorescence intensity; Kallikrein-7 (Homo sapiens), P49862; purified proKLK7, EDANS-DABCYL substrate fluorescence; 100% is mature enzyme control, 0% vehicle; activation, % at 7 µM; hit rate 0.9% among 370,000; AID 652039, 2013;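 active = activation above the mean of all tested compounds plus 3 SD, computed per campaign excluding outliers beyond control limits, cut at about 13% in these data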
Target sequence (P49862 whole entry, looked up): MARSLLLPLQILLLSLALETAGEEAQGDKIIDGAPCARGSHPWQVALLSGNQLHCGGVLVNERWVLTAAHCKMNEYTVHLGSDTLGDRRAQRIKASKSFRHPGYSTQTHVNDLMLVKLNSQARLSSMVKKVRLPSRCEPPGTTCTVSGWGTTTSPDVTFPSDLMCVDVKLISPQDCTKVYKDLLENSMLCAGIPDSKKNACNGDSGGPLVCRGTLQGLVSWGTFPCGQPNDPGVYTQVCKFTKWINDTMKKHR
UHRF1 binding: UHRF1 methylated DNA binding inhibitors, primary screen, counter-screen for MBD2 inhibitor project, biochemical, TR-FRET, human UHRF1, single concentration. E3 ubiquitin-protein ligase UHRF1 (Homo sapiens), Q96T88. UHRF1 binding to methylated oligo. inhibition, % at 4.4 µM. hit rate 0.75% among 370,000; in the data active = inhibition above about 21%;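 also: UHRF1 SRA domain binding a hemimethylated CpG hairpin DNA probe; 0% = median of test compound wells and 100% = reference inhibitor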
PLC-beta3 inh: human PLC-beta3 inhibitors, primary screen, biochemical, fluorescence; AID 720704, 2013; inhibition, % at 12.2 µM; hit rate 0.18% among 370,000; Purified PLC-beta3, fluorogenic substrate; in the data active = inhibition above about 11%;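 also: 0% = median of compound wells on plate and 100% = full blocker control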
HGIII-sPLA2 inh: human group III sPLA2 inhibitors, primary screen, biochemical, QFRET, BODIPY PC-A2 liposome substrate | Group 3 secretory phospholipase A2 (Homo sapiens), Q9NZ20 | QFRET BODIPY PC-A2 liposome hydrolysis, fluorescence | AID 743126, 2013 | inhibition, % at 12.2 µM | hit rate 0.56% among 370,000;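 active = inhibition above mean plus 3 SD of compounds lying within the high and low control bounds, cut at about 19% in these data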;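 also: 0% = median of test compound wells and 100% = no enzyme DMSO wells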
DDE Tn7 FP inh: inhibitors of Tn7 peptide binding to fibrin DD(E), primary screen, biochemical, fluorescence polarization, human fibrin, Tn7 probe | hit rate 0.13% among 370,000 | FP displacement of FITC-Tn7 peptide from fibrin DD(E); 0% = median of compound wells per plate | Fibrinogen beta chain (Homo sapiens), P02675 | inhibition, % at 8.3 µM | AID 720508, 2013;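 active = inhibition above the mean of compounds falling within the control limits plus 3 SD of them, cut at about 14% in these data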;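 also: 0% = plate median of compound wells and 100% = 10 µM Aha-Tn7 peptide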
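Test system: human clot-derived fibrin DD(E) complex / Quantity: 2 µM final DD(E) protein / Incubation: 10 min plus 3 h, room temperature / Measured by: fluorescence polarization / Benchmarks: high control of 10 µM Aha-Tn7 peptide / Replicates: singlicate testing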
Numbers without * were called inactive; i = inactive; . = no result given.

SMILES	Rev-erbA mod	ASAP1 GAP inh	Tn6 DDE FP	PLCg1 inh	ARFGAP1 inhibitor	proKLK7 act	UHRF1 binding	PLC-beta3 inh	HGIII-sPLA2 inh	DDE Tn7 FP inh
CN(C)c1cccc(CNC(=O)c2ccc3nc([C@@H]4O[C@H](CO)[C@H](O)[C@H](O)[C@H]4O)[nH]c3c2)c1	5	-1	5	-2	-2	-0.8	81*	0	-2	1
O=C(CNC(=O)/C(=C\c1ccc(F)cc1)NC(=O)c1ccccc1)OCc1ccccc1	1	-9	-3	2	2	0.3	2	1	-8	-4
Cc1ccc(Nc2ncnc(N)n2)cc1	0	-4	-4	8	8	0.5	4	-13	16	-2
CC[C@H](C)[C@H](NC(N)=O)C(=O)Nc1ccc2c(c1)OCO2	-3	0	-5	1	1	0.0	1	-6	10	-4
O=C(O)C1CCCCC1C(=O)Nc1cc(Cl)ccc1Cl (centres undefined)	-4	-18	3	1	6	-0.1	3	1	10	1
COc1ccc(OC)c(NC(=O)COC(=O)/C=C/c2c(C)nn(C3CCS(=O)(=O)C3)c2Cl)c1 (centres undefined)	-1	-1	5	-1	-1	-0.4	3	-2	1	-2
O=C(Nc1ccc(F)cc1)C(c1cccc(F)c1)N1CCN(Cc2c(F)cccc2Cl)CC1 (centres undefined)	3	-4	5	6	-7	0.4	2	6	7	-2
Cc1ccc(CNC(=O)CSc2nc(C)cs2)cc1	-2	-1	-1	1	3	-1.0	-2	3	-2	-9
CCOC(=O)C(=CNc1ccc(Oc2cccnc2)nc1)C(=O)OCC	-6	-1	-3	0	-4	-0.6	0	-2	-1	1
COc1ccc(S(=O)(=O)N2CCOC2CNC(=O)C(=O)NCCCc2ccccc2)cc1 (centres undefined)	-1	-2	-3	1	6	0.0	-1	-6	-16	3
Cc1ccc(-c2cc(C(F)(F)F)n3ncc(C(=O)NCc4ccco4)c3n2)cc1	-24	-16	2	-30	4	-1.0	9	-34	0	4
COc1ccc(CCC(=O)OCC(=O)Nc2sccc2C(N)=O)cc1OC	1	-11	1	1	-12	-0.5	16	-7	-1	1
CCc1ccc(OCC(=O)NNC(=O)c2cnccn2)c(Br)c1	-1	3	-1	4	9	0.2	-1	-1	1	6
CN(C(=O)COC(=O)c1cc(S(=O)(=O)N2CCOCC2)ccc1Cl)C1CCS(=O)(=O)C1 (centres undefined)	-4	6	1	-1	1	0.3	-3	-6	-6	-5
Cc1cccc(C(=O)NCc2nnc(SCC(=O)NC3=NCCS3)n2C)c1	-2	9	-1	0	0	-0.4	1	-6	-7	8
CN(C(=O)c1cccc(NC(=O)Cc2ccc(NC(=O)C3CCN(C(=O)C4CCCC4)CC3)cc2)c1)C1CCCCC1	5	1	-1	1	-5	1.6	1	4	-38	1
CCCCN1C(=O)C(CC(=O)NCC2CCCCC2)CC(C(=O)N2CCOCC2)=C1C (centres undefined)	1	-11	9	3	-7	-0.7	0	4	-1	2
C=Cc1ccc(Cn2nc(-c3ccccc3)ccc2=O)cc1	-1	9	5	-2	-3	0.5	1	-8	-5	2
CCCn1c2ccccc2c2cnn(CC(=O)NCCOC)c(=O)c21	-4	-15	3	-1	-4	1.0	0	-2	5	-2
CCOC(=O)c1sc(NC(=O)CSc2nc3cccnc3n2C)nc1C	9	-7	-1	-3	5	-0.6	0	-13	-5	-6
CCN1CCN(c2ccc(NC(=O)c3cccc(S(=O)(=O)N4CCCC4)c3)cc2)CC1	-3	-7	10	1	-8	-0.4	-1	3	-1	0
CCOC(=O)c1ccc(NC(=O)C2C3CCCCC32)cc1 (centres undefined)	0	6	3	1	3	0.2	1	-9	-5	3
Cc1nc(-c2ccccc2)nc(-c2ccccc2)n1	2	9	-4	1	-7	-0.1	3	6	6	-2
CCCCN1CCN(C(=O)c2ccc3c(c2)NC(=O)C(C)(C)O3)CC1	-3	.	0	-1	.	0.2	1	0	5	-4
CCOC(=O)C1=C(N)OC2=C(C(=O)CC(C)(C)C2)C1c1ccccc1OC (centres undefined)	4	8	0	0	2	-0.4	5	3	7	-4

Next part
SMILES	Rev-erbA mod	ASAP1 GAP inh	Tn6 DDE FP	PLCg1 inh	ARFGAP1 inhibitor	proKLK7 act	UHRF1 binding	PLC-beta3 inh	HGIII-sPLA2 inh	DDE Tn7 FP inh
O=[N+]([O-])c1cccc(/C=N/Nc2nc(C(Cl)(Cl)Cl)nc3ccccc23)c1	-3	-2	-7	0	14	0.9	-2	2	3	-2
Cc1cc(CN2CCC(n3nccc3NC(=O)c3ccccc3Cl)CC2)cc(C)c1O	-3	6	1	3	-10	-0.7	-1	-3	-9	-1
CCOC(=O)/C(C#N)=N/Nc1ccccc1C(=O)O	1	10	6	0	-2	-0.4	1	-5	-1	-3
Cc1[nH]c2ccc(C(=O)NCCCN3CCCCC3)cc2c1C	1	3	1	-11	2	-0.3	5	-22	-4	-7
Cc1cc(C)n(/N=C/c2cc(Cl)cc(Cl)c2O)c(=O)c1	-3	0	-6	-4	-12	0.0	-2	-8	-3	-4
O=C(NCC(c1ccco1)N1CCN(c2ccc(F)cc2)CC1)C1CCCCC1 (centres undefined)	-7	-6	-1	9	14	-0.5	0	-6	-2	1
COc1ccc(NC(=O)CNC(=O)c2ccc([N+](=O)[O-])cc2)cc1	1	7	5	0	12	0.1	9	-4	-1	3
Oc1cc2ccccc2cc1-c1n[nH]c(=S)o1	0	-6	3	-175	-10	-29	-2	-228	0	-3
CC1(C)CC(NC(=O)C2CCC(=O)N(Cc3ccccc3F)C2)CC(C)(C)C1 (centres undefined)	-2	0	0	4	8	0.0	1	-4	-1	0
Cc1nnc2c3ccccc3c(-c3cccc4ccccc34)nn12	7	8	-2	-3	2	-0.4	0	-1	3	-2
Cc1cccc(NC(=S)NCCc2c[nH]c3ccccc23)c1	-2	3	4	0	13	0.2	1	2	4	6
O=C(CCNC(=O)C1CCN(S(=O)(=O)c2ccccc2)CC1)NCc1ccc(Cl)cc1Cl	1	-6	0	1	8	0.3	-2	-4	-14	6
CC(OC(=O)C1CCC(=O)N1)C(=O)Nc1cc(Cl)cc(Cl)c1 (centres undefined)	5	8	-6	-1	-5	0.0	2	1	7	-1
N#Cc1cc2c(nc1SCC(=O)NCc1ccc3c(c1)OCO3)CCCCC2	11	10	2	-1	-4	0.1	0	-4	2	0
COc1ccc(NC(=O)C[C@@H]2C(=O)N(Cc3ccccc3)CC2(C)C)cc1	1	6	6	-1	-3	-0.6	-1	2	-2	-9
CCOC(=O)c1c(C)[nH]c(C(=O)COC(=O)CNC(=O)c2ccc(Br)cc2)c1C	-3	-8	-4	6	10	0.2	8	3	11	2
CCOC(=O)N/C(N)=N/c1nc2ccccc2s1	-4	-1	-4	3	9	-0.1	2	4	-1	-4
O=C(c1ccc(NS(=O)(=O)c2ccccc2)cc1)N1CCN(Cc2ccc3c(c2)OCO3)CC1	2	13	1	3	-3	-0.2	-2	4	-21	6
COc1ccc(/C=C/C(=O)NCCC(=O)N2CCCN(C)CC2)cc1	-3	1	-5	1	-3	-1.1	-4	-6	0	-3
COc1ccc(CNC(=O)CSc2nnc3c(n2)[nH]c2ccc(C)cc23)cc1	5	5	-2	0	-4	0.6	3	2	17	2
Cn1c(N)c(C(=O)CSc2nc(N)cc(=O)[nH]2)c(=O)n(C)c1=O	-1	-20	8	1	-2	-0.3	1	-1	2	3
NC(=O)CC(NC(=O)c1ccc(Br)cc1)c1ccc(NCc2ccc(F)c(F)c2)c([N+](=O)[O-])c1 (centres undefined)	6	11	-4	1	-3	-0.4	1	-3	6	-3
O=C(O)c1nn(CC(=O)N2CCC(Cc3ccccc3)CC2)c(=O)c2ccccc12	1	-17	0	-1	0	0.1	-1	-11	0	1
COc1ccc(CCN(C)C2CCCN(C(=O)CCC(F)(F)F)C2)cc1OC (centres undefined)	-2	2	8	9.6*	13	0.3	6	-8	8	-1
Cc1c(NCc2ccccc2O)c(=O)n(-c2ccccc2)n1C	4	-7	2	0	5	0.4	1	-11	-13	-6

(next part)
SMILES	Rev-erbA mod	ASAP1 GAP inh	Tn6 DDE FP	PLCg1 inh	ARFGAP1 inhibitor	proKLK7 act	UHRF1 binding	PLC-beta3 inh	HGIII-sPLA2 inh	DDE Tn7 FP inh
COC(=O)C1C/C(=N\NS(=O)(=O)c2ccc(C)cc2)c2ccsc2C1 (centres undefined)	0	-4	5	1	14	0.0	5	-1	16	3
COc1ccccc1NS(=O)(=O)c1ccc(NN=C2CCCCC2)c([N+](=O)[O-])c1	0	-9	-1	11*	2	0.8	1	7	-8	-1
CCCCN(C(=O)c1cccc(-n2cnnn2)c1)c1c(N)n(CCCC)c(=O)[nH]c1=O	4	-14	-3	0	9	1.0	-1	4	5	-6
O=C(CCc1ccccc1)N[C@H]1[C@@H](OC(=O)c2cnccn2)CCC[C@]12C(=O)N(Cc1ccccc1)c1ccccc12	-4	.	-5	1	.	0.1	0	-2	-2	-1
O=C(CCCNS(=O)(=O)c1cccc2nsnc12)N1CCCCC1	0	14	3	4	-9	0.6	-2	4	0	-2
COc1ccc(NS(=O)(=O)c2cccc(C(=O)NCCCn3ccnc3)c2)cc1	-7	-4	0	11*	11	-0.3	8	3	2	-3
O=c1[nH]c(=O)c2cc([N+](=O)[O-])cc([N+](=O)[O-])c2[nH]1	3	8	-8	2	4	-0.1	2	5	8	1
COCCN1C=C(C(=O)OC)C(c2ccccc2Cl)C(C(=O)OC)=C1	1	1	3	i	-8	42*	-1	i	-2	0
CCCCCCC(C)n1cc(C(C)=O)c(=O)[nH]c1=O (centres undefined)	3	0	2	1	3	0.0	0	2	-3	-6
CNC(=S)NNC(=O)c1sccc1OCc1ccccc1	-4	-13	3	1	8	0.0	1	1	8	0

Look-ups from the results shown:
For DDE Tn7 FP inh, CCCCCCC(C)n1cc(C(C)=O)c(=O)[nH]c1=O (centres undefined) is entered as -6
For DDE Tn7 FP inh, COc1ccc(NS(=O)(=O)c2cccc(C(=O)NCCCn3ccnc3)c2)cc1 is entered as -3

The order is random; overall some 4.5% were active at least once.
